# From PubChem
# pCIP destab: p/CIP protein destabilization; Q05BA5; F442A p/CIP-EGFP cells, EGFP fluorescence, 16 h; decrease of EGFP signal, % at 10 µM; hit rate 0.01% among 290,000;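 active = EGFP signal decrease of at least 30% at 10 µM or well 3 SD below plate mean, unless failing retest; inactive = the rest, including hits failing retest or dose response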; also: some compounds called inactive have numbers as strong as hits; many of its hits are not listed in these tables
# IDE cell activ: IDE (human) activation, cell-based; P14735; HEK cells, FAbeta-B cleavage, fluorescence polarization; 0% vehicle, 100% cell-free pure enzyme wells; activation, % at 5.96 µM; hit rate 0.073% among 340,000; AID 493087;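 active = activation above the mean of all tested compounds plus 3 SD, set per screening campaign, cut at about 17% in these data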
# MEKK3 PB1 HTS: modulators (inhibitors or enhancers) of MEK5 binding to human MEKK3 PB1 domain. Q99759. bead-based flow cytometry, Alexa488-MEK5 binding to MEKK3; actives lie on both sides; 0 = blocked by unlabeled MEK5, 100 = vehicle. binding response (% of control), % at 10 µM. hit rate 1.4% among 290,000;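 active = binding response more than 3 SD above or below the average of its plate-row segment, actives on both sides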;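 also: Alexa488 bead fluorescence after subtracting the streptavidin-only scavenger bead signal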
# Target sequence (Q99759 whole entry, looked up, the tested form may be a part): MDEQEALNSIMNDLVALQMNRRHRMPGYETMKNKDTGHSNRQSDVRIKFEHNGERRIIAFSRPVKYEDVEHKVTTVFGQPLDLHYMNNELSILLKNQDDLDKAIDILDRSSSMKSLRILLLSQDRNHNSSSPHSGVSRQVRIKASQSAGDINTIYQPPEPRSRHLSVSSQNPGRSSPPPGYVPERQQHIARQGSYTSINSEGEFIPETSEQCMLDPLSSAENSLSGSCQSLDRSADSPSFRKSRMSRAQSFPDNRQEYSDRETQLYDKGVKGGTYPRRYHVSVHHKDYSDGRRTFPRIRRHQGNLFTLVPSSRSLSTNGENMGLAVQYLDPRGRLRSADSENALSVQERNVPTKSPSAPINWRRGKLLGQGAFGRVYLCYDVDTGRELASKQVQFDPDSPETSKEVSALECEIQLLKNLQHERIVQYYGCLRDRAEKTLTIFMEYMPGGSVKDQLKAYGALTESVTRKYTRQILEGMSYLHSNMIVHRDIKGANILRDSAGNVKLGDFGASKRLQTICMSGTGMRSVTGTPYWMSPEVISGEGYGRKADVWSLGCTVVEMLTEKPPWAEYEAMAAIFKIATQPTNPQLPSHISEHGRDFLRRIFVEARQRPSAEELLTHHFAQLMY
# MEKK2mut PB1 HTS: signal of MEK5 binding to mutant human MEKK2 PB1 domain. bead flow cytometry, Alexa488-MEK5 binding to MEKK2 mutant. percent response, % at 10 µM. hit rate 0.35% among 290,000. AID 1530; in the data active = percent response above about 24%, passing the limit was not always enough; also: inactives centre near 1; some results filed as inactive read as strong as hits; reference of the scale not given here
# NALP1 yeast inh: NALP1 inhibition | inhibition, % at 10 µM | S. cerevisiae NALP1/ASC/caspase-1 growth, X-gal OD620, 72 h | hit rate 0.61% among 280,000; in the data active = inhibition mostly above about 24%, no sharp cut-off; inactive = mostly below about 32%; also: some compounds called inactive have numbers as strong as hits
# IDE cell inh: inhibitors of human insulin-degrading enzyme in cells; hit rate 0.41% among 320,000; HEK cells, FAbetaB cleavage, fluorescence polarization; inhibition, % at 5.59 µM;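 active = percent inhibition above the average of all tested compounds plus 3 SD, set per screening campaign, cut at about 16% in these data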;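 also: IDE supplied by intact live HEK cells; FP after avidin binding of uncleaved biotin substrate so inhibition keeps polarization high; 0% = DMSO wells and 100% = 60 µM reference IDE inhibitor Ii1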
# M18AAP inhibitor: blocks P. falciparum M18 aspartyl aminopeptidase | recombinant PfM18AAP, H-Glu-NHMec fluorogenic cleavage | inhibition, % at 7.35 µM | hit rate 1.2% among 290,000;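 active = inhibition above the campaign mean inhibition over all tested compounds plus 3 SD, cut at about 28% in these data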;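 also: 0% = plate median of test compound wells and 100% = 2 mM ZnCl2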
# MEKK2wt PB1 HTS: raises or lowers MEK5 binding to wildtype human MEKK2 PB1 domain | bead flow cytometry, Alexa488-MEK5 binding to MEKK2 WT; actives lie on both sides | binding response (% of control), % at 10 µM | hit rate 1.1% among 290,000 | AID 1531; in the data active = binding response below about 67% or above about 130%
# UBC9 SUMO inh: SUMOylation inhibition; HTRF SUMOylation assay, SAE1/SAE2 + UBC9, in vitro; inhibition, % at 35 µM; hit rate 0.36% among 290,000; AID 2006; in the data active = inhibition above about 50%, passing the limit was not always enough; also: strong numbers were not always called active
# Target sequence (P63279 whole entry, looked up): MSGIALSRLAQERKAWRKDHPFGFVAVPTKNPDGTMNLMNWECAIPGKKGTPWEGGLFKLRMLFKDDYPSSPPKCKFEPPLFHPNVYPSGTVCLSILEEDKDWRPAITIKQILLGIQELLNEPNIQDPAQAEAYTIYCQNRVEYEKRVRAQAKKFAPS
# The depositor's hits bear a star; . = not tested or not shown; [ ] = dose if it differs, or a comment. Only part of the results is shown; rates above refer to the full screens.
pCIP destab,IDE cell activ,MEKK3 PB1 HTS,MEKK2mut PB1 HTS,NALP1 yeast inh,IDE cell inh,M18AAP inhibitor,MEKK2wt PB1 HTS,UBC9 SUMO inh,Compound
-2,-4,102,5,14,3,-15,107,14,O=C(N/N=C/c1ccc(Cl)cc1Cl)c1ccncc1
7,1,0.0*[inhibitor],-42,-1,3,1,-1.0*[inhibitor],1,Cc1ccc(NC(=O)CSc2nc3nc(C)cc(C)c3c(=O)[nH]2)cc1
-5,3,104,7,-4,-4,-10,101,13,O=C(O)c1ccc(NC(=O)c2ccc3c(c2)C(=O)N(c2ccccc2)C3=O)cc1
-18,3,94,1,-14,10,-4,95,3,O=C(CN1CCN(Cc2cccc(F)c2)CC1)NCc1ccccc1
7,2,103,3,-2,7,7,111,15,Cc1oc(-c2cccc(Cl)c2)nc1CN1CCCC(C(=O)NCc2ccco2)C1 (stereo not given)
1,0,101,-1,16,2,2,98,6,O=C(c1cc(=O)c2ccccc2o1)N1CCN(c2ccccc2F)CC1
-13,1,101,7,9,0,-12,100,15,O=S1(=O)c2cccc3cccc(c23)N1CCBr
-12,0,99,0,-24,-4,-7,99,.,O=C(N/N=C/c1ccc(Cl)c(Cl)c1)c1ccc2nc[nH]c2c1
-2,4,.,.,-21,-4,2,.,8,O=C(CSc1nc(-c2ccccc2)c(-c2ccccc2)o1)Nc1nnc(-c2ccccc2)s1
-7,2,99,10,12,4,-7,102,.,O=C(c1ccc(F)c(F)c1)N1CCC2(CC1)NCCc1[nH]cnc12
7,0,106,2,30,0,-1,101,3,C[C@@H]1ON(C2CCCCC2)[C@H]2c3nc4ccccc4n3C[C@@H]12
0,-5,100,-3,10,10,-5,96,-2,Cn1cc(S(=O)(=O)Cc2ccc(F)cc2)c2ccccc21
5,-1,104,4,2,-1,5,104,14,CCCc1cc(Nc2ccccc2)n2ncnc2n1
-33,6,140*,-1,22,2,-6,100,3,CCOC(=O)N/N=C/c1cn(CCCOc2ccccc2)c2ccccc12
9,3,115,0,-19,0,-9,109,0,O=C(CSc1cn(CC(=O)N2CCCCC2)c2ccccc12)NCC1CCCO1 (stereo not given)
-3,0,99,-6,1,2,-5,92,10,N/C(=N\OC(=O)CCC(=O)O)c1ncc(C(F)(F)F)cc1Cl
12,-3,109,6,40,1,-2,106,-11,O=C(Nc1ccc2c(c1)CCC2)C1COc2ccccc2O1 (stereo not given)
-7,2,114,-1,8,0,-16,106,19,Cc1cc(C)n2nc(SCC(=O)Nc3ccccc3)nc2n1
10,5,.,.,6,3,-5,.,0,CCc1ccc(-c2nc(CN3CCC(C(=O)N4CCN(c5ccccn5)CC4)CC3)c(C)o2)cc1
5,3,104,6,40,-2,-14,102,9,CN(C)C(=O)NC(Nc1ccc(Cl)cc1Cl)C(Cl)(Cl)Cl (stereo not given)

# Entries of single compounds as entered above. Order of screens: pCIP destab | IDE cell activ | MEKK3 PB1 HTS | MEKK2mut PB1 HTS | NALP1 yeast inh | IDE cell inh | M18AAP inhibitor | MEKK2wt PB1 HTS | UBC9 SUMO inh
# Shown for CCOC(=O)N/N=C/c1cn(CCCOc2ccccc2)c2ccccc12 : -33 | 6 | 140* | -1 | 22 | 2 | -6 | 100 | 3
# Shown for Cc1ccc(NC(=O)CSc2nc3nc(C)cc(C)c3c(=O)[nH]2)cc1 : 7 | 1 | 0.0*[inhibitor] | -42 | -1 | 3 | 1 | -1.0*[inhibitor] | 1
# Shown for O=C(CSc1nc(-c2ccccc2)c(-c2ccccc2)o1)Nc1nnc(-c2ccccc2)s1 : -2 | 4 | . | . | -21 | -4 | 2 | . | 8
# Shown for Cc1oc(-c2cccc(Cl)c2)nc1CN1CCCC(C(=O)NCc2ccco2)C1 (stereo not given) : 7 | 2 | 103 | 3 | -2 | 7 | 7 | 111 | 15

# (cont.)
pCIP destab,IDE cell activ,MEKK3 PB1 HTS,MEKK2mut PB1 HTS,NALP1 yeast inh,IDE cell inh,M18AAP inhibitor,MEKK2wt PB1 HTS,UBC9 SUMO inh,Compound
7,2,104,1,16,-5,6,102,5,Cc1ccc(/C=N/NC(=O)c2nnn(-c3nonc3N)c2CSc2ccccc2)o1
-2,0,100,-2,3,2,3,101,-2,C#CC1(O)CC(C)N(C)C(C)C1 (stereo not given)
-11,0,99,0,9,1,4,99,18,O=C(NC1CCCC1)C1CCCN(S(=O)(=O)c2cnc[nH]2)C1 (stereo not given)
-9,-4,108,2,9,1,20,108,0,CCN(CC)S(=O)(=O)c1ccc2oc(C(=O)NCc3ccc(C)cc3)c(C)c2c1
0,-1,102,3,-9,2,-3,102,-4,O=C(O)c1ccc2c(=O)n(Cc3ccccc3)c(SCc3ccc([N+](=O)[O-])cc3)nc2c1
-8,1,105,1,1,8,2,105,0,COc1ccc2oc3ccccc3c(=O)c2c1
7,2,112,19,8,-5,2,110,-2,O=C(C/C=N/OCc1ccc(F)cc1Cl)c1cnc(-c2ccccc2)s1
-18,-8,101,4,-1,4,-4,100,.,CC(=O)N1c2ccc(S(=O)(=O)N3CCC(C(=O)N4CCC(C)CC4)CC3)cc2CC1C (stereo not given)
7,2,96,0,-6,4,6,99,5,C[C@H](NS(=O)(=O)c1ccccc1F)C(=O)OCC(=O)N1CCc2ccccc21
-10,5,87,-8,11,-3,1,94,29,Cn1c(=O)[nH]c2cc(Cl)cnc21
-7,1,100,-5,20,5,-1,96,-5,CCC(Oc1ccc(C)cc1)C(=O)Nc1ccc(S(=O)(=O)Nc2cc(C)on2)cc1 (stereo not given)
0,3,100,0,17,5,-1,102,10,CCOc1ccc(NC(=S)N2CCC(N(C)CCN3CCOCC3)CC2)cc1
4,6,102,2,4,-2,-2,96,8,O=S(=O)(NC1CCCCC1NS(=O)(=O)c1ccc(F)cc1)c1ccc(F)cc1 (stereo not given)
-14,7,91,-3,0,5,-5,96,12,N#Cc1cccc(NC(=O)CCn2ccnc2)c1
-10,1,99,-3,6,-10,2,99,7,O=C(CN(c1ccc(F)cc1)S(=O)(=O)c1ccc2c(c1)OCCO2)NCc1ccccn1
1,6,103,0,14,-3,-1,98,-1,Cc1ccc(NC(=O)c2cc(S(=O)(=O)N3CCc4ccccc43)cn2C)cc1C
-15,1,102,9,6,2,-1,107,12,CCN1CCN(C(=O)c2ccc3c(=O)n(CCc4ccccc4)c(=O)[nH]c3c2)CC1
4,1,79,-3,-8,-2,0,93,-6,O=C(CC(NCc1ccccn1)C(=O)O)Nc1ccccc1Cl (stereo not given)
-5,-4,96,-2,28,22*,-2,96,13,O=S(=O)(NC1=NCCC1)c1cccc(NC(=S)NCCc2ccccc2)c1
3,2,99,-5,-2,2,2,98,-9,Cc1ccc(N2CN=C3SCC(=O)N3C2)cc1C
-2,0,101,-2,11,2,2,97,-29,Cc1ccc(S(=O)(=O)Nc2ccc(-c3nnc(SCc4ccccc4Cl)o3)cc2)cc1
-8,7,99,2,31,1,10,100,10,CC(C)CNS(=O)(=O)c1cc2c3c(c1)CCC(=O)N3CCC2
-22,2,102,0,5,3,-7,102,18,COc1ccc(C2=Nc3ccc(C)cc3C(c3ccccc3)N2CC(=O)NN)cc1 (stereo not given)
.,6,100,2,.,9,.,99,.,C#C[C@]1(O)CCC2C3CCC4=Cc5oncc5CC4(C)C3CCC21C (stereo not given in full)
-6,4,100,3,-2,-1,11,100,19,COCCCNCCOCCOc1ccc(C)cc1[N+](=O)[O-]
-6,-2,95,-2,18,0,-3,103,28,CCCn1c(=O)c2ccccc2n2c(Sc3nnnn3-c3ccccc3)nnc12
-15,-5,109,10,-14,-2,-5,111,3,Cc1ccc(/C=N/N2CCN(c3ccncc3S(=O)(=O)N3CCCCC3)CC2)cc1
-7,1,94,-9,14,6,2,93,12,Cc1cc(NC(=O)CSc2nnc(-c3cccs3)n2N)no1
-9,3,103,8,17,4,2,102,8,OCCC1CN(Cc2nc3c(s2)CCCC3)CCN1CCc1ccccc1 (stereo not given)
-9,-3,105,2,17,2,6,106,-7,COc1ccc(N2Cc3ccccc3C2=O)cc1
-20,-4,.,.,12,4,9,.,10,COc1ccc(C(=O)Nc2ccc(S(=O)(=O)Nc3cc(C)nc(C)n3)cc2)c(OC)c1
-2,0,105,4,12,-1,1,105,14,COc1ccccc1-c1nc2ccccc2c(=O)n1O
-11,-1,91,-3,1,-1,8,94,9,CN(Cc1ccccc1)S(=O)(=O)c1ccc(NS(C)(=O)=O)cc1
-1,-7,101,3,.,-4,4,103,12,COc1ccc(N2CCN(C(=O)c3sc4nc(-c5ccc(F)cc5)cn4c3C)CC2)cc1
2,4,104,3,11,1,-1,106,-16,CCN(CC)S(=O)(=O)c1ccc(Cl)c(C(=O)NCCN2CCOCC2)c1
7,0,89,-14,13,5,17,87,-7,CN(c1ccccn1)c1ncnc2[nH]ncc12
-5,0,105,8,20,4,10,108,-3,CS(=O)(=O)c1cnc(-c2ccccc2)nc1Sc1ccc(F)cc1
-1,4,96,0,26,3,-2,97,0,O=C(/C=C/c1cccc(Cl)c1)NCCc1ccccc1
-6,-2,104,0,35,0,-11,101,9,O=C(O)CSC1=NC(=Nc2ccc(Cl)cc2)C2(CCCCC2)N1c1cccc(C(=O)O)c1
-6,1,103,8,2,-2,-13,107,6,COc1ccc2c(c1)c(C(=O)CN1CCN(C(=O)c3ccco3)CC1)c(C)n2C
-9,-2,104,2,-2,2,-5,105,-21,COc1ccc(C(CC(=O)Nc2ccc(F)cc2)c2ccccc2)cc1 (stereo not given)
-8,-3,100,15,11,7,-1,93,2,Cc1cc(C(=O)NN=C2CCCCC2)c2ccccc2n1
-14,3,72*[inhibitor],-1,29,2,8,94,-6,CN1CCN(Cc2cc(Cl)c3cccnc3c2OC(=O)c2cccs2)CC1
0,4,104,-1,30,2,-9,94,-6,C/C(=N\NC(=O)c1nn(C)cc1Cl)c1ccncc1

# 3 entries from above, arranged by length of the SMILES, largest number first.
pCIP destab,IDE cell activ,MEKK3 PB1 HTS,MEKK2mut PB1 HTS,NALP1 yeast inh,IDE cell inh,M18AAP inhibitor,MEKK2wt PB1 HTS,UBC9 SUMO inh,Compound
-14,3,72*[inhibitor],-1,29,2,8,94,-6,CN1CCN(Cc2cc(Cl)c3cccnc3c2OC(=O)c2cccs2)CC1
-9,-2,104,2,-2,2,-5,105,-21,COc1ccc(C(CC(=O)Nc2ccc(F)cc2)c2ccccc2)cc1 (stereo not given)
-8,-3,100,15,11,7,-1,93,2,Cc1cc(C(=O)NN=C2CCCCC2)c2ccccc2n1
